Screening results as filed in PubChem BioAssay.
CF NFkB inh = cystic fibrosis NF-kB activation inhibition; KKLEB NF-kB-GFP reporter, PAF-induced, GFP fluorescence overnight; inhibition, % at 5 µM; 0.86% of 360,000 active; AID 588850;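 active = at least 50% inhibition at 5 µM, scaled per plate between neutral and stimulator controls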;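 note: PAF is a Pseudomonas aeruginosa culture filtrate used as stimulus; plate controls were PAF-stimulated DMSO wells for no effect and unstimulated DMSO wells for full effect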
TWEAK Fn14 block = inhibitors of TWEAK-Fn14 interaction signaling; TWEAK-stimulated Fn14 reporter cells, luciferase luminescence, 8 h; inhibition, % at 10 µM; 2% of 360,000 active; AID 1159606; in the data active = inhibition above about 50%
Peg3 promoter = reduces Peg3 promoter-driven luciferase expression in HeLa; AID 588405; HeLa PEG-Prom luciferase reporter, luminescence, overnight; inhibition, % at 20 µM; 1.7% of 360,000 active;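 active = inhibition of at least 50% at 20 µM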
NR2E3 ag-1 = activates human photoreceptor nuclear receptor NR2E3; inhibition of corepressor binding, % at 4.78 µM; GST-NR2E3/biotin-RetCOR TR-FRET, 1536-well; 0.12% of 320,000 active; Q9Y5X4; AID 2300;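 active = percent inhibition above the cutoff of mean plus 3 SD of all tested compounds, set per screening campaign, cut at about 20% in these data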;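 note: 0% = DMSO wells and 100% = biotin wells as full block of FRET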
Target sequence (Q9Y5X4 whole entry, looked up): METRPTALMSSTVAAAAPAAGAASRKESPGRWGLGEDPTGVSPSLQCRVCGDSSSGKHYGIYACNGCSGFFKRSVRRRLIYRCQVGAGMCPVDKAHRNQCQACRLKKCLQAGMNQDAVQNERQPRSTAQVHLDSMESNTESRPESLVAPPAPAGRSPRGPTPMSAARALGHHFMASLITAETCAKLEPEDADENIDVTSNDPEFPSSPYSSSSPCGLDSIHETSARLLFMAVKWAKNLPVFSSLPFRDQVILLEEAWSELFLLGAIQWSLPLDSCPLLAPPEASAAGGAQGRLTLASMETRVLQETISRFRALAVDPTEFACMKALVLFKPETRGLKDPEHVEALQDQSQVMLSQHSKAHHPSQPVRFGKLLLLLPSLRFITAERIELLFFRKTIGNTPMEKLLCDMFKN
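Assay system: NR2E3–RetCOR corepressor complex. Quantity: 1.35 nM GST-NR2E3. Buffer or medium: pH 7.5 Tris-based buffer. Reagent: biotinylated RetCOR corepressor at 7 nM final. Schedule: 5 h at 4 °C. Detection: TR-FRET, emission read at 617 and 671 nm. Replicates: one well per compound, singlicate testing.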
MITF TRPM1 inh = reduces MITF-dependent TRPM1 promoter luciferase signal; SK-MEL-5 TRPM1 promoter luciferase, 24 h; inhibition, % at 12.5 µM; 0.83% of 330,000 active;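 active = mean inhibition across replicates of 60% or more, whatever share of single replicates reaches that level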; note: values of inactives mirror those of a sister screen read the other way
KKLEB cytotox = CF airway cell cytotoxicity counter-screen | KKLEB CF airway cells viability, ATPlite luminescence, overnight; hits give low values; cells stimulated with P. aeruginosa culture filtrate | activity change (cytotoxicity), % at 5 µM | 0.36% of 360,000 active;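 active = corrected activity change at or below -50% at 5 µM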
HIF-2a inh = inhibitors of HIF-2a | 786-0 RCC cells HIF-2a reporter, luciferase luminescence, overnight | inhibition, % at 18.8 µM | 0.72% of 360,000 active;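 active = inhibition of the luminescence signal of 40% or more relative to plate controls, in a single-dose primary screen at 18.75 µM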
C8 TRAIL sens = caspase-8 TRAIL sensitization | NB7+C8 cells + TRAIL, ATPlite viability luminescence | inhibition (viability loss, TRAIL sensitization), % at 10 µM | 1% of 360,000 active | AID 624354;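 active = compounds causing at least 50% loss of cell viability in the single-dose screen, relative to plate controls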
Shn3 inh set2 = inhibitors of Schnurri-3 3'UTR reporter in osteoblasts; Clone20 osteoblast Shn3 3'UTR firefly luciferase, 24 h; inhibition, % at 12.5 µM; 0.52% of 360,000 active;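 active = mean inhibition of at least 75% with every replicate also reaching 75%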;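 note: 0% = median of neutral control wells and 100% = pilot-screen positive control compound; some compounds past the cut are filed as inactive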
NR2E3 ag-2 = human photoreceptor-specific nuclear receptor agonism. Q9Y5X4. CHO-S Gal4-NCOR/VP16-NR2E3 two-hybrid, luciferase. inhibition of corepressor binding, % at 3.98 µM. 0.35% of 360,000 active. AID 602229;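 active = inhibition above the mean of all tested compounds plus 3 SD, cut at about 70% in these data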;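 note: 0% = DMSO with NR2E3 transfected cells and 100% = cells lacking NR2E3 construct; higher means lower luciferase signal from less NR2E3 corepressor binding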
TROY NFkB inh = TROY signaling inhibition. Q293 LMP1-TROYcd NF-kB luciferase reporter, 4 h. inhibition, % at 10 µM. 0.98% of 360,000 active. AID 1347056;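 active = compounds whose plate-normalised and pattern-corrected inhibition of the luciferase reporter signal at the single screening dose is 50% or more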
The depositor's hits bear a star; x = not tested or not shown.

entry | Structure | MITF TRPM1 inh | NR2E3 ag-1 | TWEAK Fn14 block | CF NFkB inh | NR2E3 ag-2 | C8 TRAIL sens
1 | CCOc1cccc(-c2nc3c(s2)CCc2onc(-c4cccc([N+](=O)[O-])c4)c2-3)c1 | -15 | 2 | -8 | -14 | -5 | -14
2 | Cc1cc(C)n2nc(C(=O)Nc3ccc(S(=O)(=O)N(C)C)cc3)nc2n1 | -1 | -1 | -19 | -3 | -10 | -1
3 | Cc1ccc(S(=O)(=O)N2CCOCC2)cc1NC(=O)CSc1ncccn1 | 4 | 0 | -11 | -11 | -2 | -19
4 | Cc1c(CCC(C)C)c(=O)n2c([nH]c3ccccc32)c1C#N | 18 | 3 | 22 | 45 | 7 | 5
5 | NC(=O)CSc1nnc(-c2ccc(O)cc2)n1Cc1ccco1 | 4 | -4 | 1 | 12 | 2 | 8
6 | COc1ccc(OC)c(-n2c(C)nc3cc(C(=O)O)ccc32)c1 | -3 | -3 | 13 | 13 | -11 | 4
7 | CN(C)/C=C1/Oc2c(ccc3ccccc23)C1=O | 3 | 0 | 10 | 36 | 4 | 1
8 | Cc1cccc(NC(=O)c2cc(S(=O)(=O)N3CCc4ccccc43)cn2C)c1 | x | 3 | 13 | -13 | -19 | 11
9 | CCOC(=O)Cc1cc(C)[nH]c1C(=O)OCC | 1 | -2 | -7 | -12 | -8 | -5
10 | CC/C(=C(/CC)c1ccc(O)cc1)c1ccc(O)cc1 | 19 | 0 | 6 | -13 | -9 | -4
11 | Cc1cc(=O)oc2c(C)c(OC(C)C(=O)NCCCn3ccnc3)ccc12 (stereo not drawn) | -1 | 3 | -4 | 8 | -6 | 7
12 | CCCOc1ccc(C(=O)c2ccccc2C(=O)OC2CCOC2=O)cc1OCCC (stereo not drawn) | 6 | -1 | -17 | 2 | -26 | 7

entry | KKLEB cytotox | Peg3 promoter | HIF-2a inh | TROY NFkB inh | Shn3 inh set2
1 | -8 | -7 | -11 | -11 | -4
2 | -10 | 0 | 10 | 4 | 6
3 | 9 | -6 | 13 | -8 | -10
4 | -27 | 27 | -7 | 3 | 39
5 | 9 | 7 | 15 | -14 | -2
6 | -9 | -2 | 11 | -2 | 7
7 | -12 | -26 | -24 | -36 | -8
8 | 18 | 5 | 14 | 10 | 31
9 | 20 | 5 | 14 | 3 | 1
10 | 25 | 30 | 12 | 38 | -12
11 | -3 | 10 | -1 | -10 | -8
12 | 6 | 9 | 8 | -8 | 1

Additional structures:
entry | Structure | MITF TRPM1 inh | NR2E3 ag-1 | TWEAK Fn14 block | CF NFkB inh | NR2E3 ag-2 | C8 TRAIL sens
13 | COc1ccc(S(=O)(=O)N(C)C[C@H]2OCCCC[C@@H](C)Oc3ccc(N(C)C)cc3C(=O)N([C@H](C)CO)C[C@@H]2C)cc1 | x | x | -10 | -1 | -11 | 1
14 | CN(C)c1ccc(CNC(=O)CCc2ccc(S(=O)(=O)N3CCCCCC3)cc2)cc1 | 9 | x | -13 | 23 | 3 | 18
15 | CCC(=O)c1cc2c(C)cc(=O)oc2c(C)c1OC(=O)C(C)C | -12 | -2 | -28 | -18 | 13 | 7
16 | COc1cccc(C2C3=C(CC(C)(C)CC3=O)Nc3cc(OC)c(OC)cc32)c1 (stereo not drawn) | 10 | 0 | -17 | 14 | 1 | -7
17 | COc1ccc(NC(=O)C=C(C)C)cc1Cl | -66 | -2 | -20 | -1 | -97 | 17
18 | COc1ccc(OC)c(S(=O)(=O)N2CCCC(C(=O)NC3CC3)C2)c1 (stereo not drawn) | 8 | x | 6 | -28 | -4 | -11
19 | COC(=O)Cn1c(=O)c2c(n(Cc3ccccc3)c1=O)N/C(=C/c1ccc(OC)cc1)C2=O | -2 | -2 | 5 | 10 | -8 | 5
20 | COCCn1c(C)cc(C(=O)CSc2nc(C)cc(C)c2C#N)c1C | 0 | 0 | -10 | 9 | 22 | 3
21 | O=C(Nc1cccc([N+](=O)[O-])c1)C1COc2ccccc2O1 (stereo not drawn) | 0 | -1 | 4 | 2 | 8 | -15
22 | COc1cc(OC)c(C2=NOC(C(=O)N3CCc4ccccc4C3)C2)cc1Cl (stereo not drawn) | -5 | 1 | -28 | -4 | -27 | -8
23 | Oc1ccc2ccc3cccc[n+]3c2c1 | -5 | 1 | 0 | 5 | -6 | -10
24 | O=c1c2c3c(sc2nc2n1CCC2)CCCCC3 | -7 | 0 | 8 | 2 | -47 | -1

entry | KKLEB cytotox | Peg3 promoter | HIF-2a inh | TROY NFkB inh | Shn3 inh set2
13 | -12 | -10 | -1 | -4 | -17
14 | 4 | 14 | 11 | -1 | 39
15 | 1 | -1 | -14 | -26 | 8
16 | -5 | 11 | 22 | -20 | -6
17 | -3 | -245 | -198 | -39 | -85
18 | -5 | -4 | 11 | -17 | 18
19 | -1 | 21 | 34 | 1 | -9
20 | -2 | 2 | -14 | -3 | 61
21 | -2 | -48 | -104 | -7 | -8
22 | 7 | 3 | -12 | -4 | 9
23 | -7 | 0 | 8 | 16 | -11
24 | -4 | -54 | -55 | -45 | -3

(more compounds)
entry | Structure | MITF TRPM1 inh | NR2E3 ag-1 | TWEAK Fn14 block | CF NFkB inh | NR2E3 ag-2 | C8 TRAIL sens
25 | CC(C)=CC(=O)Nc1nnc(-c2cccnc2)s1 | -38 | 1 | -9 | -13 | 10 | -9
26 | Cc1cc(Br)ccc1NC(=O)CCS(=O)(=O)c1cccc2nonc12 | 1 | 2 | -5 | 5 | -20 | -11
27 | COc1ccc(S(=O)(=O)Nc2ccc(S(=O)(=O)Nc3nccs3)cc2)cc1 | 2 | 0 | -3 | 12 | 7 | 11
28 | C[n+]1ccccc1/C=C1\Sc2ccccc2N1CCO | -2 | 2 | -6 | -29 | -24 | -1
29 | CN(CC(=O)Nc1cccc(F)c1)C(=O)c1ccccc1Sc1ccccc1C#N | 9 | -1 | 13 | -7 | -19 | -6
30 | Cc1ccc(-n2c(C)cc(C3N=C(N)Nc4nc5ccccc5n43)c2C)c(C)c1 (stereo not drawn) | -2 | 3 | -6 | 8 | 8 | -12
31 | O=[N+]([O-])c1cc(/C=N/N2CCN(C3c4ccccc4-c4ccccc43)CC2)ccc1Cl | -5 | 2 | 15 | 5 | -16 | 0
32 | COc1ccc(C(=O)NCCc2ccccc2)cc1[N+](=O)[O-] | -24 | 8 | -6 | 7 | -34 | 3
33 | COc1ccc(S(=O)(=O)NCCC(=O)N2CCCC2)cc1N(C)S(C)(=O)=O | -7 | 3 | -13 | 14 | -6 | -10
34 | CCOC(=O)CSc1nc(NCc2ccco2)c2ccccc2n1 | 2 | 3 | -18 | 21 | -14 | 3
35 | Cc1nc(C)c(-c2ccn(C(=O)NC(C)C)n2)s1 | 8 | 0 | 15 | 10 | 12 | -6
36 | CCc1ccc(N(CC)C(=O)c2ccc3c(Cl)c4c(nc3c2)CCC4)cc1 | x | -2 | 12 | 43 | -5 | 31

entry | KKLEB cytotox | Peg3 promoter | HIF-2a inh | TROY NFkB inh | Shn3 inh set2
25 | -7 | -123 | -88 | -33 | -28
26 | 0 | -3 | 1 | 4 | -23
27 | 0 | -8 | -5 | -11 | 12
28 | 10 | 20 | 6 | -12 | 1
29 | -9 | 25 | 13 | -3 | 12
30 | -30 | 20 | -6 | -19 | -5
31 | -4 | 12 | 12 | -3 | 11
32 | -3 | -114 | -166 | -13 | -18
33 | -6 | 6 | 9 | -20 | 1
34 | -9 | 12 | -8 | -5 | -14
35 | -4 | -5 | -10 | 2 | 17
36 | -20 | 20 | 28 | 21 | 13

Compound profiles (already shown). Screens in order: MITF TRPM1 inh | NR2E3 ag-1 | TWEAK Fn14 block | CF NFkB inh | NR2E3 ag-2 | C8 TRAIL sens | KKLEB cytotox | Peg3 promoter | HIF-2a inh | TROY NFkB inh | Shn3 inh set2
COc1ccc(C(=O)NCCc2ccccc2)cc1[N+](=O)[O-] reads -24 | 8 | -6 | 7 | -34 | 3 | -3 | -114 | -166 | -13 | -18
CCOC(=O)CSc1nc(NCc2ccco2)c2ccccc2n1 reads 2 | 3 | -18 | 21 | -14 | 3 | -9 | 12 | -8 | -5 | -14

Five compounds out of the list, arranged by molar mass, smallest number first.
entry | Structure | MITF TRPM1 inh | NR2E3 ag-1 | TWEAK Fn14 block | CF NFkB inh | NR2E3 ag-2 | C8 TRAIL sens
7 | CN(C)/C=C1/Oc2c(ccc3ccccc23)C1=O | 3 | 0 | 10 | 36 | 4 | 1
22 | COc1cc(OC)c(C2=NOC(C(=O)N3CCc4ccccc4C3)C2)cc1Cl (stereo not drawn) | -5 | 1 | -28 | -4 | -27 | -8
3 | Cc1ccc(S(=O)(=O)N2CCOCC2)cc1NC(=O)CSc1ncccn1 | 4 | 0 | -11 | -11 | -2 | -19
12 | CCCOc1ccc(C(=O)c2ccccc2C(=O)OC2CCOC2=O)cc1OCCC (stereo not drawn) | 6 | -1 | -17 | 2 | -26 | 7
19 | COC(=O)Cn1c(=O)c2c(n(Cc3ccccc3)c1=O)N/C(=C/c1ccc(OC)cc1)C2=O | -2 | -2 | 5 | 10 | -8 | 5

entry | KKLEB cytotox | Peg3 promoter | HIF-2a inh | TROY NFkB inh | Shn3 inh set2
7 | -12 | -26 | -24 | -36 | -8
22 | 7 | 3 | -12 | -4 | 9
3 | 9 | -6 | 13 | -8 | -10
12 | 6 | 9 | 8 | -8 | 1
19 | -1 | 21 | 34 | 1 | -9

Further results follow.
entry | Structure | MITF TRPM1 inh | NR2E3 ag-1 | TWEAK Fn14 block | CF NFkB inh | NR2E3 ag-2 | C8 TRAIL sens
37 | COc1cccc(C(=O)N2CCN(C(=O)Cc3ccccc3)CC2)c1 | -11 | 3 | -2 | 6 | 9 | -1
38 | CCCOc1c(Br)cc(C2C3=C(CCCC3=O)N(C)C3=C2C(=O)CCC3)cc1OC | -12 | 3 | 24 | 2 | 27 | -9
39 | COc1ccccc1NC(=O)Cn1c([N+](=O)[O-])cnc1C | 4 | 2 | -9 | -6 | -4 | -6
40 | Cc1ccc(C2C3=C(CC(C)(C)CC3=O)Nc3[nH]c(=S)[nH]c(=O)c32)cc1 (stereo not drawn) | 8 | -1 | 5 | -9 | 6 | -3
41 | O=C(NCCCO)/C(=C\c1cn(-c2ccccc2)nc1-c1cccnc1)NC(=O)c1ccccc1 | 11 | -1 | -25 | -1 | 22 | -9
42 | COc1ccc(C2SCCN2S(=O)(=O)c2ccc(F)cc2)cc1OC (stereo not drawn) | 6 | -1 | 21 | -15 | -30 | 16
43 | O=C(NC1CCN(S(=O)(=O)c2ccc(Cl)cc2)CC1)C1CCCCC1 | 7 | 4 | -5 | -6 | -25 | 18
44 | CCOc1ccc(C(O)(CCC(C)C)C(CN2CCOCC2)c2ccccc2)cc1 (stereo not drawn) | -5 | 0 | -1 | 7 | -26 | 13

entry | KKLEB cytotox | Peg3 promoter | HIF-2a inh | TROY NFkB inh | Shn3 inh set2
37 | -16 | -4 | 7 | -7 | -3
38 | -4 | 10 | 25 | 3 | 4
39 | -7 | 0 | 12 | 6 | 4
40 | 5 | 3 | 9 | 9 | -36
41 | 4 | 14 | 7 | 9 | 4
42 | -9 | 6 | 7 | 2 | -5
43 | 12 | 11 | 11 | 17 | 1
44 | -8 | 18 | 18 | 26 | 20

An excerpt (hit frequency here may not be typical).
